Lipid storage S3: qHTS Assay for Lipid Storage Modulators in Drosophila S3 Cells; Drosophila S3 cells, BODIPY lipid droplet fluorescence, 18-24 h; cells fed with added oleic acid; AID 2685; 320,000 compounds, 0.64% hits; lipid storage change, negative = inhibition, % at the top dose, mostly 46.1 µM; hits show Potency in µM; active means well fitted inhibition curve with a large enough effect in the signal ratio, with a control signal flat, not every such curve was filed as active; inconclusive means small, poorly fitted or top-dose-only effect, or effect the other way, or a change in a side signal; the % refers to the signal ratio
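Laser-scanning cytometry quantifies lipid droplet accumulation (500–530 nm total intensity; droplet/cell object ratio) in oleic acid-fed (400 uM added) Drosophila S3 cells treated with a concentration series. 20 uM Triacsin C defined 100% inhibition.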
Lipid storage S3 cell count max: recorded beside Lipid storage S3, whose call it bears; cell number change, %; measured here: cell count max response;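 cells counted by Cell Tracker Red CMTPX staining in the red channel; peak over a dose series mostly up to 46.1 µM; percent activity relative to internal control wells on each plate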
Starred values were filed as active, the others as inactive; i = inactive; ? = inconclusive; / = not tested or not shown; & = joins results of further samples; [ ] = dose if it differs, or a comment. On the % scale 0 is the no-effect control and ±100 the full control effect; potency means the concentration at half of the fitted maximal effect.

entry	SMILES	Lipid storage S3	Lipid storage S3 cell count max
1	O=C(O)C12C[C@H]3C[C@@H](C1)CC(n1ncc(N4CCN(c5ccccc5)CC4)c(Cl)c1=O)(C3)C2	6%	11
2	CC1Cc2ccccc2N1Cc1cc(=O)c(OCC(=O)Nc2ccccc2)co1 (centres undefined)	27%	/
3	CC(=O)NC12CC3CC(C1)CC(C(=O)N1CCN(C(=O)c4ccco4)CC1)(C3)C2	?	/
4	O=C(NC(=S)Nc1ccccc1N1CCOCC1)c1ccc(-c2cc(Cl)ccc2Cl)o1	6%	4
5	COc1ccc(C(=O)CC(=O)C(=O)Nc2ccccc2)cc1	?	/
6	CSc1c(C#N)c(N)c(C#N)c2c1COC(C)(C)C2	15%	9
7	CCCN1C2CCCC1CC(NC(=O)c1cc(OC)c(OC)c(OC)c1)C2 (centres undefined)	-1%	-3
8	Cc1ccc(C(C)C)c(OCC(=O)NN2C(=O)c3ccccc3C2=O)c1	?	/
9	COc1cccc(-c2ccc3ncnc(N(C)Cc4ccco4)c3c2)c1	17%&2%	-13
10	Cc1ccc(C)c(Cn2ncc3ccccc32)c1	?	/
11	O=C(C1CC1)N1CCN(c2ccc(O)cc2)CC1	i	22
12	CCC(C)NC(=O)CNS(=O)(=O)c1ccc(C)cc1 (centres undefined)	-8%	-15
13	CC(=O)Nc1cccc(C(=O)/C=C/c2ccc[nH]2)c1	-1%	10
14	COCCn1c(C)cc(C2=NNC(=Nc3ccc(OC)cc3)SC2)c1C	?	/
15	COc1cc(OC)c(NC(=O)CSc2nc3ccncc3[nH]2)cc1Cl	?	/
16	COC(=O)c1cc(NC(=O)c2ccc(OC)cc2)c(=O)oc1C	?	/
17	Cc1[nH]n(-c2ccccc2)c(=O)c1C=NCc1ccco1	?	/
18	CCOC(=O)C1CCN(CC(=O)N2C(C)CCCC2C)CC1 (centres undefined)	-4%	1
19	CCOc1ncccc1C(=O)N1CCN(c2cccc(C)c2C)CC1	?	/
20	COc1cc(/C=N/NC(=O)c2ccc3nc[nH]c3c2)cc(OC)c1OC	-13%	-3
21	Cc1cnc(C(=O)OCC(=O)NCc2ccc3c(c2)OCO3)cn1	i	/
22	Cc1cc(=O)oc2cc(NC(=O)C(C)Oc3cccc(Cl)c3)ccc12 (centres undefined)	7%[0.0737 µM]	15
23	O=[N+]([O-])c1cccc(-c2nc(N3CCOCC3)c3ccccc3n2)c1	-22%	3
24	O=C(O)CN=C(NS(=O)(=O)c1ccccc1)c1ccccc1	?	/
25	O=C(COc1ccc2ccc(=O)oc2c1)Nc1cccc(S(=O)(=O)N2CCCCC2)c1	12%	-12
26	O=C(O)C1=CC[C@@H](c2ccc(Cl)cc2)N(S(=O)(=O)c2ccc(Cl)cc2)[C@H]1c1cccc(Cl)c1	?	/
27	Cc1cc(C)c2nc(N3CCC(C(=O)NCCN4CCOCC4)CC3)sc2c1	?	/
28	CC1CC(O)(Cc2ccccc2)C(C)CN1C (centres undefined)	?	/
29	Cc1cc(N2C(=O)c3ccc(C(=O)Nc4ccc(CC(=O)O)cc4)cc3C2=O)no1	0%	28
30	CCNC(=O)/C(C#N)=C/c1c(N2CCN(c3cccc(Cl)c3)CC2)nc2c(C)cccn2c1=O	14%	/
31	O=c1[nH]c2ccc(Cl)cc2c(-c2ccccc2)c1SC(=S)N1CCOCC1	?	/
32	COc1ccc(CCn2c(NCCCN3CCOCC3)nc3c2c(=O)[nH]c(=O)n3C)cc1	?	/
33	Cc1cccn2c(=O)c(C(=O)NC3CCCCC3)c(O)nc12	i	/
34	Cc1oc(C(=O)O)cc1COc1ccc2c3c(c(=O)oc2c1C)CCCC3	5%	2
35	Cc1csc2c(SCC(=O)NNC(=O)C(Cl)Cl)ncnc12	9%	17
36	CC(C)N(Cc1nc(-c2ccc(Cl)cc2)no1)C(=O)CCCN1C(=O)c2ccccc2C1=O	?	/
37	CSc1cccc(N2CC(C(=O)N(CC(C)C)c3c(N)n(Cc4ccccc4)c(=O)[nH]c3=O)CC2=O)c1 (centres undefined)	-3%	/
38	COc1cc(NC(=O)c2ccc(Cl)cc2)c(Cl)cc1NC(=O)c1cccnc1	-8%	10
39	CC(C)C[C@H](NC(=O)Nc1ccc(S(N)(=O)=O)cc1)C(=O)O	?	/
40	CC(CCc1ccccc1)NC(=O)CCCn1ncn2c(cc3occc32)c1=O (centres undefined)	i	-5
41	COC(=O)C1=C(N)Oc2cc(C)n(Cc3ccco3)c(=O)c2C1c1cccc(Cl)c1 (centres undefined)	i	-10
42	COc1cc(-c2nnc(SCC3(c4ccccc4)OCCO3)o2)cc(OC)c1OC	?	/
43	N=C1C(c2nc3ccccc3[nH]2)=C(O)CN1c1ccc(CC(=O)O)cc1	i	/
44	Nc1ccc(CSc2ccc(Cl)cc2)cc1	?	/
45	CCOC(=O)C1CCCN(C(=O)c2ccc3nc(-c4ccccc4)c(-c4ccccc4)nc3c2)C1 (centres undefined)	?	/
46	N#CCCSc1ncnc2c1oc1ccccc12	?	/
47	Cc1ccc(-c2nnn(CC(=O)NCC3CC3)n2)o1	-9%	-12
48	CN(Cc1nc(-c2ccccc2)no1)C1CCOCC1	?	/
49	COc1ccc(C(=O)NNC2=CC(=O)CC(C)(C)C2)cc1OC	8%	/
50	CCCC/C(O)=C1\C(=O)CC(C)(C)CC1=Nc1ccc(N)cc1	16%	6
51	O=C1CSC(c2cn(-c3ccccc3)nc2-c2ccc3c(c2)OCCO3)N1CCN1CCOCC1 (centres undefined)	?	/
52	COc1ccc(N2CCN(C(=O)c3cn(Cc4ccccc4)nc3-c3cccnc3)CC2)cc1	?	/
53	Cc1c(C=NCCOCc2ccccc2)cnn1C	-15%	-2
54	CC(C)C(OC(=O)c1nsc(Cl)c1Cl)C(=O)NC1CCCCC1 (centres undefined)	?	/
55	COC(=O)c1c(C(=O)OC)c(-c2ccc(F)cc2)n2c1CS(=O)(=O)C2	8%	1
56	O=C(O)c1cccc2c1C(=O)c1cccc3snc-2c13	2%	18
57	O=C1CCNc2cc3ccccc3cc21	?	/
58	COc1ccc(N(CC(=O)NCC2CCCO2)C(=O)CCC(=O)Nc2nccs2)c(OC)c1 (centres undefined)	?	/
59	NCCCCC(=O)O	?	/
60	Cc1cccc(N2CCN(C(=O)CSc3ccsc3[N+](=O)[O-])CC2C)c1 (centres undefined)	?	/

Complete entries from above.
Cc1c(C=NCCOCc2ccccc2)cnn1C as listed: Lipid storage S3 = -15%; Lipid storage S3 cell count max = -2
CC(C)N(Cc1nc(-c2ccc(Cl)cc2)no1)C(=O)CCCN1C(=O)c2ccccc2C1=O as listed: Lipid storage S3 = ?; Lipid storage S3 cell count max = /

Later entries.
entry	SMILES	Lipid storage S3	Lipid storage S3 cell count max
61	CN1C(=O)C(C)(C)c2cc(S(=O)(=O)N3CCC(C(=O)NCc4ccccc4Cl)CC3)ccc21	?	/
62	Clc1cccc(OCc2nnc(-c3ccccc3Br)o2)c1	i	-8
63	CC(OC(=O)CCOc1ccccc1)C(=O)Nc1ccc(Cl)cn1 (centres undefined)	i	/
64	Cc1ccc(Cn2c(SCC(=O)N/N=C/c3ccccc3OCC(=O)O)nc3ccccc32)cc1	?	/
65	CN(C(=O)COC(=O)c1ccc2c(c1)OCCO2)c1ccccc1	?	/
66	CC(=O)c1c(NCc2ccccc2)nc(=O)n(-c2ccccc2)c1C	?	/
67	C#CCOCCOCCOCCNc1nc(N2CCN(C(=O)[C@H](Cc3cc4ccccc4[nH]3)n3cc([C@@H](N)C(C)CC)nn3)CC2)nc(N2CCN(C(=O)[C@H](Cc3cc4ccccc4[nH]3)n3cc([C@@H](N)CC(C)C)nn3)CC2)n1 (some centres undefined)	?	/
68	CSc1ncc(Cl)c(C(=O)Nc2cc(C)ccc2C)n1	?	/
69	Cc1cc(NC(=O)c2ccccc2F)on1	-4%	-1
70	c1ccc(-c2nc(NCc3cccnc3)c3oc4ccccc4c3n2)cc1	?	/
71	Clc1ccc2c(NCc3ccccn3)ncnc2c1	?	/
72	CC(C)C(NC(=O)OCc1ccccc1)C(=O)OCC(=O)NCc1ccco1 (centres undefined)	i	/
73	NNC(=O)CN1C(c2ccccc2Br)=Nc2ccc(Br)cc2C1c1ccccc1 (centres undefined)	-19%	-4
74	O=C(CSc1ccc2c(c1)OCCO2)Nc1ncc(Cl)cc1Cl	?	/
75	COc1cccc(CNC(=O)CCCn2ncn3c(cc4occc43)c2=O)c1	i	-3
76	Cc1ccc(C(=O)Nc2ccc3c(c2)nc2n3CCSC2)cc1	15%	0
77	Cc1cc(C)n(-c2ccc(C)c(Cl)c2)n1	9%	15
78	c1ccc(N2CCN(c3ccccc3)C2c2cccnc2)cc1	-6%	6
79	CC(C(=O)OCC(=O)N(C)C1(C#N)CCCCC1)N1C(=O)c2ccccc2C1=O (centres undefined)	?	/
80	CN(C)Cc1c(C(=O)N/N=C/C=C/c2ccccc2)nnn1-c1nonc1N	i	8
81	COC(=O)Cn1nc(-c2ccc(C)c(S(=O)(=O)N(C)C)c2)c2ccccc2c1=O	?	/
82	CC(C)C(NC(=O)COc1ccccc1)C(=O)O (centres undefined)	33µM*	-18*
83	Cc1ccc(SCCSc2nc(C)cc(=O)[nH]2)cc1	-4%	12
84	O=C(NN1C(=O)c2ccccc2NC1c1ccc([N+](=O)[O-])o1)c1ccc(Br)cc1 (centres undefined)	-1%	/
85	CCCC1OC23CCCCC2C(C#N)(C#N)C1(C#N)C(=N)O3 (centres undefined)	?	/
86	Cn1cc(/C=C(\NC(=O)c2ccccc2)C(=O)N2CCOCC2)c2ccccc21	i	24
87	Cc1nn(C)c(Cl)c1CN1CCCC(CCC(=O)NCc2ccccc2F)C1 (centres undefined)	4%	26
88	O=C(COC(=O)c1ccc(-c2nnc(-c3ccccc3)o2)cc1)c1ccccc1	6%	-1
89	CCc1sc(C(=O)Nc2nc(C)cs2)cc1C	-12%	19
90	COc1ccc(NC(=O)C2CCCN2S(=O)(=O)c2ccc3c(c2)CC(C)N3C(C)=O)cc1OC (centres undefined)	?	/

Reprinted from above, 7 compounds:
entry	SMILES	Lipid storage S3	Lipid storage S3 cell count max
84	O=C(NN1C(=O)c2ccccc2NC1c1ccc([N+](=O)[O-])o1)c1ccc(Br)cc1 (centres undefined)	-1%	/
85	CCCC1OC23CCCCC2C(C#N)(C#N)C1(C#N)C(=N)O3 (centres undefined)	?	/
86	Cn1cc(/C=C(\NC(=O)c2ccccc2)C(=O)N2CCOCC2)c2ccccc21	i	24
87	Cc1nn(C)c(Cl)c1CN1CCCC(CCC(=O)NCc2ccccc2F)C1 (centres undefined)	4%	26
88	O=C(COC(=O)c1ccc(-c2nnc(-c3ccccc3)o2)cc1)c1ccccc1	6%	-1
89	CCc1sc(C(=O)Nc2nc(C)cs2)cc1C	-12%	19
90	COc1ccc(NC(=O)C2CCCN2S(=O)(=O)c2ccc3c(c2)CC(C)N3C(C)=O)cc1OC (centres undefined)	?	/

The list continues.
entry	SMILES	Lipid storage S3	Lipid storage S3 cell count max
91	CN(C)S(=O)(=O)c1cccc(NC(=O)c2cc(=O)[nH]c3ccccc23)c1	?	/
92	CCC(C)NC(=O)C1CCN(S(=O)(=O)c2ccc3[nH]c(=O)ccc3c2)CC1 (centres undefined)	-2%	30
93	OCc1ccccc1OCCOc1ccc(Cl)c2cccnc12	i	6
94	Cc1ccc(S(=O)(=O)NNC(=O)c2sc(NS(=O)(=O)c3ccccc3)nc2C)cc1	?	/
95	CC1CCCC(NC(=O)C2CCN(S(=O)(=O)N3CCC4(CC3)OCCO4)CC2)C1C (centres undefined)	-18%	-16
96	CCOC(=O)C1CCN(C(=O)CSc2cc(=O)n(CC)c3ccccc23)CC1	?	/
97	O=C(CCC(=O)N1CCOc2ccccc21)Nc1ccccc1Cl	29%	-8
98	O=C(O)CC(Cc1ccc(Cl)cc1)C(=O)NCc1ccccc1 (centres undefined)	11%	14
99	CCCC(C(=O)NC(C)(C)C)N(C(=O)c1snc(C(N)=O)c1N)c1ccc2c(c1)OCCO2 (centres undefined)	5%	-7
100	Cn1c(=O)n(C)c2cc(NC(=O)CSc3nc4ccccc4c(=O)[nH]3)ccc21	?	/
101	COc1ccc(C2=CC(=O)C[C@H](c3ccc4c(c3)OCO4)C2)cc1	?	/
102	O=C(CC(c1ccccc1)c1ccccc1O)NCCc1ccccc1 (centres undefined)	?	/
103	COC(=O)c1ccc(Nc2cc(C)nc(-c3ccccc3O)n2)cc1	?	/
104	Cc1ccc(NC(=O)c2ccc3c(c2)OCO3)cc1Cl	?	/
105	OCC[C@@H]1C[C@@H](O)[C@H](O)[C@]2(CCc3ccccc3O2)O1	i	24
106	COc1ccc(S(=O)(=O)N2CCCCCC2)cc1C(=O)OCc1c(C)noc1C	19%	-1
107	Cc1cc(Nc2ccc(Cl)cc2)nc(NCc2ccccc2)n1	?	/
108	COC(=O)c1cc(NC(=O)CN(c2ccc3c(c2)OCO3)S(C)(=O)=O)ccc1Cl	?	/
109	Cc1ccc(N2C(=O)C3C(c4ccccc4)N4CCCN4C3(C)C2=O)cc1 (centres undefined)	?	/
110	CC1CCN(C(=O)c2ccc(COc3ccccc3Cl)o2)CC1	?	/
111	CC(=O)c1ccccc1OC(=O)c1c(F)cccc1F	12%	-3
112	CCCCC(=O)NNC(=S)NC(=O)CCC	?	/
113	O=C1C=C(N2CCCCCC2)C(=O)N1c1ccc(Cl)cc1	?	/
114	O=S(=O)(c1ccccc1)N1CCN(S(=O)(=O)N2CCCCC2)CC1	-8%	-4

Screening data: PubChem BioAssay, National Center for Advancing Translational Sciences (NCATS)

The list is partial; the hit share may differ from the screen's.
